From PubChem
NS5 inhibitors – flavivirus cap methylation enzyme inhibition – biochemical, confirmation dose response, primary screen (AID 588689) | Dengue-2 NS5 methyltransferase capping enzyme assay, biochemical; higher % means a stronger effect | actives 0.3% (n = 340,000) | one-dose inhibition, % at 25 µM; IC50 in µM for titrated hits; in the data active = a potency from the dose series
K1F lysis inhibition – protection from phage-mediated lysis, alamar blue read-out – E. coli UTI89, K1F phage, bacterial capsule biogenesis inhibitors (AID 488966). inhibition, % at 100 µM, or IC50 in µM where a hit was titrated. actives 0.02% (n = 340,000). E. coli UTI89 K1F phage lysis, alamar blue, 2 h; higher % means a stronger effect;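 active = phage lysis inhibition, versus mean bacterial control, above a set limit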;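 also: capsule biogenesis inhibitors block K1F phage lysis so surviving cells raise fluorescence; higher fluorescence means more inhibition of phage lysis; actives were called in the ten point dose series up to 300 µM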
NTR1 agonist – NTR1-driven beta-arrestin-GFP spot formation – imaging, U2OS cells, high content, primary screen (AID 493036); P30989; agonist mode; activation, % at 20 µM; actives 0.17% (n = 330,000);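 active = activation at or above 40% of the spot to cytoplasm intensity ratio, with at least 20 cells analyzed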;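 also: 0% = DMSO without peptide and 100% = 100 nM NTR1 peptide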
Target sequence (P30989 whole entry, looked up): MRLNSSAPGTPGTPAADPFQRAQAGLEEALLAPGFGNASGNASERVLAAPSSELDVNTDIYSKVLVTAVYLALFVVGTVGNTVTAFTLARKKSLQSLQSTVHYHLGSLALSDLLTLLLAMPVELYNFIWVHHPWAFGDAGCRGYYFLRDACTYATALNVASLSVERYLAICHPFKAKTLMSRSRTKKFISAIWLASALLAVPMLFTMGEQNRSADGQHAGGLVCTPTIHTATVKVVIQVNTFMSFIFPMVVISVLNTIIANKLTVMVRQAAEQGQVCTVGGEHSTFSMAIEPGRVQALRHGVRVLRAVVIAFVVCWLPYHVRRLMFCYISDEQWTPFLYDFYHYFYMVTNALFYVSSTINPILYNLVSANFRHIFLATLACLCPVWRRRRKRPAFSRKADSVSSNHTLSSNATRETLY
NTR1 agonist cell count 20 µM – recorded beside NTR1 agonist, whose call it bears; cell count; measured here: cell count, cytotoxicity flag
NS5 inhibitors pilot replicate – also measured in NS5 inhibitors; calls as there; inhibition, %; measured here: pilot screen replicate inhibition
An asterisk follows results filed as active; [ ] = another dose, or the depositor's remark.

SMILES	NS5 inhibitors	K1F lysis inhibition	NTR1 agonist	NTR1 agonist cell count 20 µM	others
Cc1ccc(CN2C(=O)C(CC(C)C)Nc3ncnc(N4CCN(c5ccccn5)CC4)c32)cc1 (configuration not stated)	-13.6%	6.5%	-0.2	82
C=CCOc1ccc(/C=C/C(=O)OCC(=O)NCC(=O)Nc2c(C)cc(C)cc2C)cc1	-4.3%	1.5%[50 µM]	1.0	68
COc1cccc(CNC(=O)Cc2ccc(OC)c(S(=O)(=O)N3CCOCC3)c2)c1	-6.5%	0.5%[50 µM]	2.1	69
CCCCCCCNC(=O)C1(CC2CC(c3cccc(Br)c3)=NO2)CCN(C(=O)c2cc(OCC)c(OCC)c(OCC)c2)CC1 (configuration not stated)	-11.9%	0.3%	-0.4	52
COc1ccc(N2CCN(C(=O)COC(=O)CNC(=O)c3ccc(C)cc3)CC2)cc1	2.2%	-1.0%	2.2	64
Cc1cccc(C(=O)NCC(c2ccco2)N2CCc3ccccc32)c1 (configuration not stated)	2.9%	0.2%[50 µM]	1.0	84
O=C(CN1CCN(S(=O)(=O)c2cccc(Br)c2)CC1)NCCc1cccs1	-1.5%	-0.1%[50 µM]	1.1	50
Cc1ccccc1C(=O)NNC(=O)c1cc(S(=O)(=O)N2CCOCC2)ccc1C	-6.6%	0.2%[50 µM]	2.2	92
Cc1cccc(C(=O)NCC(=O)NCC2COc3ccccc3O2)c1 (configuration not stated)	-5.8%	0.9%[50 µM]	-1.3	57
CC(=O)c1cccc(NC(=O)CSc2ncc(C(=O)Nc3ccccc3)c(=O)n2C)c1	-2.2%	0.6%[50 µM]	1.5	53
Cn1cccc1CC(=O)NNC(=O)Nc1ccccc1F	-8.8%	1.7%[50 µM]	-1.8	72
CCC1CCC2(CC1)NC(=O)N(CC(=O)N1CCc3ccccc31)C2=O (configuration not stated)	4.0%	-0.2%	0.3	65
COc1cc(OC)cc(-c2c(-c3ccc(F)cc3)c3cc(-c4ccc5cc[nH]c5c4)ccc3n2C)c1	-10.7%	0.7%	0.1	78
Cc1ccccc1NC(=O)CSc1nnc(Cc2ccccc2)c(=O)n1N	-0.7%	0.8%[50 µM]	-0.6	61
C[C@H](CO)N1C[C@H](C)[C@@H](CN(C)Cc2ccc(-c3ccccc3)cc2)Oc2ccc(NC(=O)Cn3cnnn3)cc2C1=O	-9.9%	-0.1%	2.7	82	NS5 inhibitors pilot replicate=-6.1
O=C(OCC(=O)N1CCC(Cc2ccccc2)CC1)c1cncc(Br)c1	-3.6%	0.9%[50 µM]	0.8	49
CC1(C)CC2CC(C)(CN2S(=O)(=O)c2cccc(C(=O)OCC(=O)NC(N)=O)c2)C1 (configuration not stated)	2.2%	-0.4%[50 µM]	1.4	74
O=C(CCc1ccc(S(=O)(=O)N2CCOCC2)cc1)Nc1ccccc1F	1.4%	0.0%	0.4	48
CC(=O)N1CCCc2ccc(NS(=O)(=O)c3ccccc3)cc21	-13.1%	0.5%[50 µM]	0.5	59
CC1CC(C)(C)CC2(C1)NC(=O)N(CC(=O)N1CCN(Cc3ccc(C#N)cc3)CC1)C2=O (configuration not stated)	0.0%	1.5%[50 µM]	-0.3	50
COCc1ccc(C(=O)N2CCN(CC(=O)N3CCCC3)CC2)cc1	-2.9%	1.3%[50 µM]	2.4	65
O=C1NC[C@@H](c2ccccc2)OC(=O)[C@H](Cc2ccc(F)cc2)C/C=C\C[C@H]1CC(=O)N(CCO)Cc1ccccc1	5.0%	3.1%	2.1	56
CC(C)c1ccc(NC(=O)COC(=O)c2nn(C)c(=O)c3ccccc23)cc1	3.7%	0.9%[50 µM]	3.5	48
COc1ccc2c(-c3ccc(OCCN4CCOCC4)cc3)c(-c3ccccc3OC)sc2c1	3.0%	0.1%	2.7	62	NS5 inhibitors pilot replicate=0.9
COc1ccc2sc(-c3ccccc3OC)c(C#CC(C)(C)O)c2c1	-3.1%	-1.3%	9.7	59

The list goes on:
SMILES	NS5 inhibitors	K1F lysis inhibition	NTR1 agonist	NTR1 agonist cell count 20 µM	others
Cc1cccc(OCC(=O)Nc2nc(-c3ccncc3)cs2)c1	-6.7%	0.6%[50 µM]	2.0	59
CCC1(c2ccc(F)cc2)NC(=O)N(CC(=O)NC2CC2)C1=O (configuration not stated)	2.9%	0.9%[50 µM]	-0.4	49
N#CC1(NC(=O)CN2C(=O)NC(c3ccccc3)(c3ccccc3)C2=O)CCCC1	-6.6%	0.4%[50 µM]	1.3	61
[O-]/[N+](=C\c1ccccc1)c1ccc(Br)cc1	14.4%	1.1%	0.6	54
CCCCNS(=O)(=O)CCNCc1ccc(OC)cc1	-1.3%	-0.1%	0.8	63
CCCCCCCNC(=O)C1(CC2CC(c3ccccc3)=NO2)CCN(C(=O)c2ccccc2)CC1 (configuration not stated)	-1.6%	2.5%	28.7	47
CCN(CC(=O)NCc1cccs1)C(=O)CCC(=O)c1ccc(C)cc1	-8.1%	-1.2%	0.8	64
Cc1ccc(C(=O)CCC(=O)OCC(=O)Nc2nnc(-c3ccccc3)o2)cc1	-11.5%	0.5%[50 µM]	-0.7	64
Cc1ccc(NS(=O)(=O)c2ccccc2F)cc1S(=O)(=O)N1CCCCC1	3.7%	0.2%[50 µM]	1.7	59
COc1cccc(CC(=O)Nc2ccc(S(=O)(=O)Nc3nccs3)cc2)c1	-7.3%	-1.4%	-0.8	73
O=C(Nc1nnc(-c2ccc(Br)cc2)o1)C1=COCCO1	2.2%	1.4%[50 µM]	0.2	61
CC(C)(C)OC(=O)C[C@H]1C/C=C\C[C@H](CC(=O)N[C@H](CO)Cc2ccccc2)C(=O)N2CCC[C@H]2COC1=O	-3.6%	0.3%	3.0	63	NS5 inhibitors pilot replicate=-1.2
Cc1cc(C(=O)CSc2nnc(N)s2)c(C)n1C1CC1	-8.0%	0.8%[50 µM]	1.5	57
CCCCNC(=O)c1ccc(NC(=O)CC2SC(N3CCCC3)=NC2=O)cc1 (configuration not stated)	-8.5%	0.7%[50 µM]	1.2	94
C[C@@H]1COC(=O)[C@H](Cc2ccc(F)cc2)CC/C=C\C[C@@H](CC(=O)NCCO)C(=O)N1	-16.0%	-0.2%	1.1	59
Cc1cccc(OCC(=O)NCC(c2ccco2)N2CCCC2)c1 (configuration not stated)	8.7%	1.2%[50 µM]	-0.5	55
C/C(=C/CCC(C)(O)C1CC[C@@]2(C)[C@@H]3CC=C4[C@@H](CC[C@H](O[C@H]5O[C@@H](CO)[C@H](O)[C@@H](O)[C@@H]5O)C4(C)C)[C@]3(C)C(=O)C[C@]12C)CO[C@@H]1O[C@H](CO)[C@@H](O)[C@H](O)[C@H]1O (some centres not stated)	-5.6%	2.4%	-1.0	58
Cc1nn(-c2ccccc2)c(C)c1NC(=O)COC(=O)C1CC(=O)N(CCc2ccccc2)C1 (configuration not stated)	-5.9%	1.1%[50 µM]	0.0	70
C[C@H](CO)N1C[C@H](C)[C@@H](CN(C)C(=O)Nc2ccccc2)Oc2ccc(NC(=O)c3ccncc3)cc2C1=O	13.2%	1.3%	-1.9	64
COc1cccc(-c2ncc3ccccc3c2COC(=O)N2CCCCC2)c1	0.0%	-1.9%	0.6	64
C[C@H](CO)N1C[C@H](C)[C@@H](CN(C)Cc2ccc3c(c2)OCO3)Oc2c(NC(=O)C3CCCCC3)cccc2C1=O	-9.0%	1.7%	10.6	51
COc1ccccc1NS(=O)(=O)c1ccc(C)c(C(=O)NNC(=O)c2csc(N3CCOCC3)n2)c1	-0.7%	-1.0%	-1.0	55
COc1ccccc1C(C)NC(=O)C1CCN(S(=O)(=O)c2cccs2)CC1 (configuration not stated)	-6.6%	0.8%[50 µM]	-1.5	57
Cc1ccc(S(=O)(=O)N2[C@@H](c3ccc(C(C)(C)C)cc3)C(C(=O)O)=CC[C@H]2c2ccc3c(c2)OCO3)cc1	13.9%	0.3%	5.2	50	NS5 inhibitors pilot replicate=6.4
N#Cc1ccccc1COC(=O)c1ccc2c(c1)OCO2	2.6%	0.5%[50 µM]	0.1	41

3 compounds from above, sorted by count of non-hydrogen atoms, falling.
SMILES	NS5 inhibitors	K1F lysis inhibition	NTR1 agonist	NTR1 agonist cell count 20 µM	others
CCCCCCCNC(=O)C1(CC2CC(c3cccc(Br)c3)=NO2)CCN(C(=O)c2cc(OCC)c(OCC)c(OCC)c2)CC1 (configuration not stated)	-11.9%	0.3%	-0.4	52
CCCCCCCNC(=O)C1(CC2CC(c3ccccc3)=NO2)CCN(C(=O)c2ccccc2)CC1 (configuration not stated)	-1.6%	2.5%	28.7	47
COc1ccc(N2CCN(C(=O)COC(=O)CNC(=O)c3ccc(C)cc3)CC2)cc1	2.2%	-1.0%	2.2	64

Structures from the list above that contain bromine, in the order listed:
SMILES	NS5 inhibitors	K1F lysis inhibition	NTR1 agonist	NTR1 agonist cell count 20 µM	others
CCCCCCCNC(=O)C1(CC2CC(c3cccc(Br)c3)=NO2)CCN(C(=O)c2cc(OCC)c(OCC)c(OCC)c2)CC1 (configuration not stated)	-11.9%	0.3%	-0.4	52
O=C(CN1CCN(S(=O)(=O)c2cccc(Br)c2)CC1)NCCc1cccs1	-1.5%	-0.1%[50 µM]	1.1	50
O=C(OCC(=O)N1CCC(Cc2ccccc2)CC1)c1cncc(Br)c1	-3.6%	0.9%[50 µM]	0.8	49
[O-]/[N+](=C\c1ccccc1)c1ccc(Br)cc1	14.4%	1.1%	0.6	54
O=C(Nc1nnc(-c2ccc(Br)cc2)o1)C1=COCCO1	2.2%	1.4%[50 µM]	0.2	61

The list goes on.
SMILES	NS5 inhibitors	K1F lysis inhibition	NTR1 agonist	NTR1 agonist cell count 20 µM	others
O=C(NCCc1c[nH]c2ccccc12)C(=O)Nc1cc2c3c(c1)CC(=O)N3CCC2	-4.3%	0.7%[50 µM]	0.5	68
Cc1cccc(NS(=O)(=O)c2ccc(C(=O)N3CCCC3)cc2)c1C	3.6%	0.9%[50 µM]	0.1	61
NS(=O)(=O)c1ccc(NC(=O)c2ccc(OCC3CCCO3)cc2)cc1 (configuration not stated)	-1.6%	-0.1%	0.0	49
CC1(C)[C@H](C(=O)O)N2C(=O)C[C@H]2S1(=O)=O	-2.8%	1.5%	16.3	65
O=C(O)CCn1cc(-c2ccc(F)cc2)nc1-c1ccncc1	-1.4%	0.6%	0.3	45
CCOc1ncccc1C(=O)Nc1ccc2c(c1)OCCCO2	-2.2%	0.7%[50 µM]	0.4	61
Cn1nc(C(=O)NCc2ccccn2)c2ccccc2c1=O	-2.4%	-0.1%	2.6	98
O=C1OCCN1C(=O)[C@H]1[C@H](c2ccc([N+](=O)[O-])cc2)C(c2ccc(F)cc2)=NN1c1ccccc1	1.6%	0.1%	2.9	64	NS5 inhibitors pilot replicate=4.2
CC(C)n1c(CN2CCN(C)CC2)nc2c1c(=O)n(C)c(=O)n2C	-3.2%	0.3%	-1.2	108
COc1ccc(CNC(=O)c2ccc(N3CCC4(CC3)CC(c3ccc(Cl)cc3)=NO4)c([N+](=O)[O-])c2)cc1	-2.4%	3.5%	-1.3	103
O=c1c(O)c(-c2ccc(O)cc2)oc2cc(O)cc(O)c12	-7.7%	8.1%	0.1	91
COc1ccccc1CCNC(=O)c1cc(-c2ccccn2)nc2ccccc12	1.5%	1.4%[50 µM]	-1.4	58
Cn1c(N)c(C(C[N+](=O)[O-])c2ccccc2Cl)c(=O)n(C)c1=O (configuration not stated)	2.3%	2.1%	0.8	41
COc1cc(C(=O)OCc2cccc(S(=O)(=O)N3CCOCC3)c2)ccc1OCC(C)C	-12.3%	1.3%[50 µM]	0.3	39
CSc1ncccc1C(=O)Nc1cc(Cl)ccc1N1CCOCC1	0.0%	0.7%[50 µM]	1.8	57
CCN(CC)CCNC(=O)C(=O)Nc1ccc2c(c1)N(S(=O)(=O)c1cccs1)CCC2	-0.7%	0.7%[50 µM]	0.9	43
CCc1cccc(CC)c1NC(=O)C1CSC2(C)CCC(=O)N12 (configuration not stated)	-1.5%	-1.6%	0.6	62
CCOC(=O)Cc1csc(SCC(=O)NC2CCCC2)n1	1.4%	1.2%[50 µM]	0.0	66
CCCN(C(=O)C1CSC2(C)CCC(=O)N12)c1c(N)n(Cc2ccccc2)c(=O)[nH]c1=O (configuration not stated)	-5.0%	0.9%[50 µM]	-0.8	74
CC(C)CN(C(=O)CCC(=O)OCC(=O)N(C)c1ccccc1)c1c(N)n(CC(C)C)c(=O)[nH]c1=O	-1.5%	1.2%[50 µM]	0.6	34
CC(C)(C)c1csc(NC(=O)c2cccnc2Cl)n1	-6.1%	-0.9%	0.2	43
CCN(CC)S(=O)(=O)c1ccc(N2CCCCC2)c(NC(=O)C2=COCCO2)c1	-3.7%	-1.2%[50 µM]	1.3	57
CC[C@]12c3[nH]c4cc(CCC(=O)N(C)C)ccc4c3CCN1C(=O)[C@@H](CC(=O)NC/C=C(\C)CCC=C(C)C)C[C@@H]2C(=O)N1CCN(C(=O)c2ccco2)CC1	-8.9%	-0.2%	1.8	91	NS5 inhibitors pilot replicate=-4.2
CC(C)(C)N(Cc1ccccc1)C(=O)COC(=O)c1ccc2ccccc2n1	4.7%	-0.8%	2.3	62
O=C(NCCCn1ccnc1)c1ccc(-c2cccc(Cl)c2Cl)o1	-10.1%	-0.1%[50 µM]	2.6	64
O=C1C(Cc2ccccc2)Nc2ncnc(N3CCCCC3)c2N1Cc1ccccc1 (configuration not stated)	-10.0%	-6.2%	5.4	66
CCN(CC)S(=O)(=O)c1ccc(=O)n(CC(=O)N2Cc3ccccc3CC2C(N)=O)c1 (configuration not stated)	-3.6%	0.1%[50 µM]	2.6	60

An excerpt; count on the stated rates, not on these rows.
